RTF Ca sens inh: cardiac RTF calcium desensitization. IANBD-labeled cardiac RTF, Ca2+ fluorescence. hit rate 0.12% among 340,000. P19429+P45379. inhibition, % at 7.15 µM. AID 493244;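 active means inhibition above the mean inhibition of all tested compounds plus 3 SD, cut at about 17% in these data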;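 further: assay run at fixed EC70 calcium of 1.6 mM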
Keap1 Nrf2 FP: inhibitors of human Keap1-Nrf2 protein-protein interaction; Q14145; Keap1 Kelch-Nrf2 peptide fluorescence polarization, 1536-well; inhibition, % at 9.4 µM; hit rate 0.15% among 340,000; in the data active means inhibition above about 12%;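 further: human Keap1 Kelch domain with fluorescein labeled Nrf2 9mer peptide probe; 0% = neutral control wells and 100% = peptide positive control; higher means more block of Keap1 binding to Nrf2 peptide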
PvdQ inh: blocks Pseudomonas aeruginosa PvdQ acylase activity. purified PvdQ acylase, fluorescence plate reader. inhibition, % at 10 µM. hit rate 0.063% among 340,000. AID 488965; in the data active means inhibition above about 30%, passing the limit was not always enough;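 further: 0% = vehicle neutral wells and 100% = reference inhibitor wells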
LANA DNA inh: inhibitors of KSHV LANA C-terminal domain DNA binding. AID 504423. MBP-C-LANA/FAM-LBS DNA binding, fluorescence polarization. inhibition, % at 9 µM. hit rate 0.078% among 340,000;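 active means highest replicate inhibition at or above 60% at 9 µM, even if other replicates fall short; inactive means all replicates below 60% inhibition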;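 further: 0% = neutral control wells and 100% = 4 µM acridine orange control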
SR-BI DiI inh: blocks mouse SR-BI lipid uptake from DiI-HDL. inhibition, % at 12.5 µM. Q61009. ldlA[mSR-BI] CHO cells, DiI-HDL uptake fluorescence, 3 h. hit rate 0.96% among 320,000. AID 488896;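 active means mean replicate inhibition of at least 70% and a set share of replicates each scoring 70 or more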;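 further: 0% = median of neutral control wells and 100% = median of positive control wells; values of inactives mirror those of a sister screen read the other way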
Target sequence (Q61009 whole entry, looked up): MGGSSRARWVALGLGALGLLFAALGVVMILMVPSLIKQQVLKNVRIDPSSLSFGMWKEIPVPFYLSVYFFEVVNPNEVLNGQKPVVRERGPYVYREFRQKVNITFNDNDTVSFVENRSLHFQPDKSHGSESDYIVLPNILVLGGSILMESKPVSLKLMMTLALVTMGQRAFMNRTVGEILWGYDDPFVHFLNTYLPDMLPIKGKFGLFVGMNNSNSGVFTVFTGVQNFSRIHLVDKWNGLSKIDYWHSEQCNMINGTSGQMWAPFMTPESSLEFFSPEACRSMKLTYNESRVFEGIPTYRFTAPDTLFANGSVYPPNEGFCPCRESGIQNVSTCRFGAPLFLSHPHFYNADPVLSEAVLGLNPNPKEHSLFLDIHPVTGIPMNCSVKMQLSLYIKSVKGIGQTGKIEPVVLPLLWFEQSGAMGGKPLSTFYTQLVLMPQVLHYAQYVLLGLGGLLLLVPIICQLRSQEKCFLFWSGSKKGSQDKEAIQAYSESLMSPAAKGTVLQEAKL
NSD2 inh: NSD2 (human) methyltransferase inhibition. O96028. NSD2 peptide methylation, AlphaScreen, 120 min. inhibition, % at 12.5 µM. hit rate 0.54% among 310,000; in the data active means inhibition above about 50%
DAGLB inh: blocks human DAGLB lipase activity | inhibition, % at 5.17 µM | Q8NCG7 | AID 504411 | HEK293T DAGLB membrane lysate, EnzChek fluorogenic substrate | hit rate 0.059% among 340,000; in the data active means inhibition above about 34%;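 further: 0% = enzyme with vehicle and 100% = wells lacking enzyme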
Arr AP2 block: blocks beta-arrestin peptide binding to AP2 adaptin; hit rate 0.31% among 340,000; FITC-arrestin peptide / GST-AP2 beads, flow cytometry; AP2 beta2 appendage carries R879A mutation; inhibition, % at 10 µM; AID 504490;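 active means inhibition above a set limit, near 3 SD of compounds lacking own fluorescence, cut at about 54% in these data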;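 further: plate controls were DMSO wells for no effect and 5 µM unlabelled arrestin peptide for full effect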
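Assay system: GST-AP2 R879A bound to glutathione beads, E. coli-expressed; Medium: PBS with 0.05% Tween 20 and 0.1% BSA; Also added: fluorescein-tagged arrestin peptide at 50 nM final; Timing: 12 min plus 1 h, RT; Measured by: flow cytometry, FL1 (488/535 nm); Evaluation: percent drop in bead-associated FITC signal.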
PKA-R2B act: activates the human PKA-R2B holoenzyme complex; P22694+P31323; PKA-R2B holoenzyme dissociation, Cy5-IP20 fluorescence polarization; R2B truncated from residue 108, S112A mutant; 0% DMSO only, 100% 113 µM cGMP; activation, % at 11.4 µM; hit rate 0.079% among 340,000; AID 504700;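 active means activation above a cutoff set at the mean over all compounds plus 3 SD, cut at about 18% in these data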;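 further: higher means more holoenzyme dissociation and a rise in polarization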
Target sequence (P31323 whole entry, looked up, other chains not shown, the tested form may be a part): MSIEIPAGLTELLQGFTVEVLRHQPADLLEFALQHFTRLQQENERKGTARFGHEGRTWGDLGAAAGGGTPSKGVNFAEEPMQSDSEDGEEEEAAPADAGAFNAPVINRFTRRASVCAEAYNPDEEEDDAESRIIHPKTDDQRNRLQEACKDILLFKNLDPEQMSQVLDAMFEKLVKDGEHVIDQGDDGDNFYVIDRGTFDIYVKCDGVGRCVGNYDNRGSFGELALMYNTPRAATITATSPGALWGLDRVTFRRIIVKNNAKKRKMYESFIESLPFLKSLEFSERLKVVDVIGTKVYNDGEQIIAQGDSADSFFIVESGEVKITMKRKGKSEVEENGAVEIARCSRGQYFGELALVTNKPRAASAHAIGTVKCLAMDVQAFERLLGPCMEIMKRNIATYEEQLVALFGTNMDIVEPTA
SR-BI uptake up: enhances SR-BI lipid uptake from DiI-HDL | hit rate 0.096% among 320,000 | activation, % at 12.5 µM | CHO ldlA[mSR-BI] cells, DiI-HDL uptake fluorescence, 3 h; 100 = double the neutral-control signal | AID 504775;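 active means mean replicate activation of at least 60% and every replicate at or above 60%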;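 further: 0% = median plate neutral-control signal and 100% = twice that signal; values of inactives mirror those of a sister screen read the other way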
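Material: SR-BI-overexpressing, LDLR-lacking CHO cells; schedule: compound exposure 3 h, 37 °C; reagent: DiI-labelled HDL at 10 µg/mL final; technique: bottom-read fluorescence, 550/595 nm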
An asterisk follows results filed as active; / = not tested or not shown.

SMILES	RTF Ca sens inh	Keap1 Nrf2 FP	PvdQ inh	LANA DNA inh	SR-BI DiI inh	NSD2 inh	DAGLB inh	Arr AP2 block	PKA-R2B act	SR-BI uptake up
CCOC(=O)N1CCN(C(=O)CN(c2ccc(OCc3ccccc3)cc2)S(C)(=O)=O)CC1	4	1	18	-1.6	5	-1	0	11	-2	-5
COc1ccc2[nH]cc(CCNC(=O)COc3cc(C)cc4oc(=O)cc(C)c34)c2c1	-5	1	-14	0.1	20	/	-1	0	-4	-20
Cc1ccc(CCNC(=O)C2CCN(C(=O)N(C)C)CC2)cc1	-25	2	-17	-2.2	-29	0	0	-6	-9	29
CN(C(=O)c1ccc(NC(=O)Cc2cccc(NC(=O)C3CCN(C(=O)c4ccccc4)CC3)c2)cc1)C1CCCC1	-4	-4	-10	0.6	44	/	0	-5	-6	-44
CC1(C)CN(c2ccc(-c3ccnc4ncnn34)cc2)C1=O	3	-4	-76	1.3	-8	-1	-3	10	-5	8
CC(=O)NC(CC(=O)NNC(=O)COc1c(C)cccc1C)c1ccccc1 (configuration not stated)	0	-3	-12	-0.1	-16	-4	1	-12	-3	16
Cc1cc(N2CCCCC2)c(F)cc1[N+](=O)[O-]	-4	4	-8	-0.2	13	1	-7	-6	-4	-13
Cc1ccc(C2C(C(=O)c3ccco3)=C(O)C(=O)N2c2ncccn2)cc1 (configuration not stated)	-5	-5	-7	0.2	-8	1	0	-15	-4	8
O=c1c2cc(Cl)ccc2nc(-c2ccccc2Cl)n1O	6	-5	-4	1.0	-6	0	2	2	-13	6
CCOC(=O)c1cc(-c2ccco2)nc2c1c(C)nn2-c1ccccc1	0	0	-8	0.1	18	1	-2	7	-14	-18
O=C(O)CCC(=O)Nc1nc2nc(-c3ccccc3)cc(-c3ccccc3)n2n1	-11	3	7	-1.2	2	1	0	8	-2	-2
Cc1cccc(N2CCN(C(=O)Cn3nc(C)n4cccc4c3=O)CC2C)c1 (configuration not stated)	4	-3	-15	-0.5	4	/	3	-6	-8	-4
CC(C)(C#N)C(C)(C)c1nn[nH]n1	-12	-5	-14	-2.3	-15	10	-3	4	1	15
CC(C)C(=O)Nc1nnc(Cc2c[nH]c3ccccc23)s1	-5	-2	-16	-0.9	1	-3	1	-1	-3	-1
COc1ccccc1N1CCN(/N=C/c2ccc(O)cc2O)CC1	-2	3	-9	-0.4	21	0	-2	-5	3	-21
CCOC(=O)c1oc2nc3c(cc2c1N)COC(C)(C)C3	-5	-2	-8	1.9	-6	-4	2	-6	-3	6
COc1cc(OC)cc(C(=O)N2CCN(S(=O)(=O)c3ccc(Cl)s3)CC2)c1	-11	4	-2	3.1	-12	1	-3	30	-4	12
CC(=O)Nc1ccc(NC(=O)/C=C/c2ccc(Cl)cc2)cc1	-7	3	-3	0.1	16	2	-1	38	-8	-16
O=C(C1CCN(S(=O)(=O)Cc2ccccc2)CC1)N1CCN(c2ncccn2)CC1	-3	0	-12	1.2	24	0	0	1	-6	-24
COc1ccc(-c2nc(CS(=O)CC(=O)NC3CCCCC3C)c(C)o2)cc1 (configuration not stated)	-5	-7	-15	0.5	24	14	1	3	-1	-24
CCCC[C@@H]1C=C(C(=O)O)[C@H](c2ccc(Br)cc2)N1S(=O)(=O)c1ccc(C)cc1	2	-2	11	-1.7	-8	/	6	-2	-6	8
CCSC1OC(C(COC(C)=O)OC(C)=O)C(OC(C)=O)C1NC(C)=S (configuration not stated)	-5	0	-11	0.7	4	-2	0	2	-9	-4
COc1cc(/C=N/NC(=O)c2ccccc2Cl)ccc1Oc1ccc([N+](=O)[O-])cn1	-12	-4	-10	2.3	37	1	1	1	10	-37
CCC(CC)c1nc(C(N)=O)c2[nH]c(=O)n(-c3ccc(OC)c(OC)c3)c2n1	-3	-2	6	-1.2	-7	-3	1	27	-4	7
Cn1c(=O)c2c(nc(CN3CCc4ccccc4C3)n2Cc2ccccc2F)n(C)c1=O	3	-6	9	-0.6	-21	-3	0	-3	-5	21
Cc1cc(C)c(C(=O)C(C)OC(=O)c2ccc(Cl)nc2)cc1C (configuration not stated)	0	5	-3	-0.5	8	-3	-11	10	-8	-8
O=C(C/C=N/OCc1ccc(Cl)cc1)c1cnc(-c2ccccc2)s1	-7	-5	-10	2.3	20	-1	-4	1	3	-20
O=C(Cn1ncc2c3ccccc3n(Cc3ccccc3F)c2c1=O)NCCCN1CCCC1=O	0	0	-6	-1.8	-6	-1	1	-13	1	6
CCn1c(=O)c(C(=O)NCCc2ccccc2)c(O)c2ccccc21	3	-3	-5	-0.9	18	-5	-21	18	-6	-18
COC(=O)Nc1ccc(S(=O)(=O)N(CCO)CCO)cc1	-5	-4	-14	-0.7	-41	0	1	-1	-14	41
CCc1nnc(NC(=O)[C@@H](NS(=O)(=O)c2ccc3c(c2)OCCO3)C(C)C)s1	4	2	11	0.6	-17	-3	-1	-2	-1	17
COc1ccc2[nH]c3c(c2c1)CCN1C(=O)C(CC(=O)NCCCN(C)C)C[C@H](C(=O)N2CCCCC2)[C@@]31CCc1ccccc1 (some centres not stated)	1	2	-2	0.7	-11	/	-1	27	-6	11
COc1cccc(-c2ccc(SCC(=O)NC3CCCC3)nn2)c1	-5	4	-16	-0.7	-22	1	-1	-12	3	22
O=C(CCc1ccccc1)Nc1c(F)c(F)c(F)c(F)c1F	1	2	-6	-0.5	-14	-6	-6	6	-8	14
CCOc1ccc(-c2nnc(SCC(=O)N3CCCC3)o2)cc1	-11	1	-10	-1.8	-4	-2	-1	8	-6	4
CC(C)CNS(=O)(=O)c1cc(C(=O)N2CCOCC2)c(Cl)cc1Cl	-12	6	15	2.3	6	-1	1	-6	16	-6
CC(Oc1ccc2c(-c3ccccc3)cc(=O)oc2c1)C(=O)NCc1ccccn1 (configuration not stated)	-11	-1	14	0.8	16	/	0	2	-5	-16
Cc1ccc(N(CC(=O)NN=C2CCN(C)CC2)S(=O)(=O)c2ccccc2)c(C)c1	-3	-7	-11	2.5	/	1	-6	0	4	/
CCOCCOC(=O)C(C)Oc1ccc(Oc2nc(Cl)ccc2Cl)cc1 (configuration not stated)	-14	-4	-12	1.1	-3	-3	-6	-3	1	3
O=C(O)C(Cc1ccccc1)N1C(=O)CCC1=O (configuration not stated)	0	-5	-14	0.0	-3	-2	1	-3	-9	3
COc1cccc(NC(=O)CN(C)C(=O)CCNC(=O)c2ccccc2OC)c1	-17	-4	6	0.9	15	0	0	30	2	-15
CCOc1cc(CNCc2ccncc2)cc(Br)c1OCc1ccccc1F	-2	4	-11	-0.9	-6	-1	-3	/	10	6
CN1CC(=O)N(CCOc2ccccc2)C1=O	3	2	-6	3.6	-13	-5	-1	-3	-2	13
Cc1nc2c(-c3ccc(F)cc3)c(C)nn2c(C)c1CCC(=O)Nc1ccc(F)cc1F	0	-4	8	-0.8	75*	14	0	9	-6	-75
O=C(NCc1ccccn1)c1ccc2c(=O)n3nc(Nc4ccccc4)sc3nc2c1	0	-1	5	-1.0	5	2	-1	20	2	-5
O=C(CCl)N(c1ccccc1)C1CCS(=O)(=O)C1 (configuration not stated)	2	-2	-5	0.4	1	2	0	4	2	-1
O=C1CC(c2ccccc2)CN1Cc1ccccc1 (configuration not stated)	-2	6	3	-1.1	-11	-4	0	-5	-8	11
Cc1cc2c(SCC(=O)NC3CCCC3)ncnc2s1	-3	4	-5	-1.8	/	0	1	21	10	/
O=C(Cn1c(=O)n(Cc2ccco2)c(=O)c2cc(Cl)ccc21)NCC1CCCO1 (configuration not stated)	-13	2	-7	1.6	-28	/	-1	1	-10	28
O=C(Nc1cccc(C(F)(F)F)c1)c1ccc(Cn2cc(Br)cn2)o1	-4	-3	-13	-1.1	0	1	-5	-7	-14	0
Cc1ccc2sc(N(CCCN(C)C)C(=O)c3ccc(S(=O)(=O)N(C)C4CCCCC4)cc3)nc2c1C	-11	-9	-27	-0.3	18	1	-3	-5	-4	-18
Cc1csc(NC(=O)CSc2nc3nc(C)cc(C)n3n2)n1	2	-3	7	-1.0	3	-1	1	-4	8	-3
Cc1cnc(C(=O)OCC(=O)c2ccccc2)cn1	-3	2	7	0.7	-31	1	0	8	8	31
O=c1c2ccccc2nnn1CSc1nc2ccccc2[nH]1	-1	3	-4	0.4	-21	-3	1	-5	11	21
O=S(=O)(NCc1ccccc1)c1ccc(S(=O)(=O)N(Cc2ccccn2)C2CCCC2)cc1	2	2	-7	1.3	-7	-2	-6	-5	-6	7
CCCc1ccc(NC(=O)C2CCN(c3cnccn3)CC2)cc1	-4	-1	-7	-0.3	17	-6	3	44	4	-17
CC(NC(=S)NCc1ccc(F)cc1)C12CC3CC(CC(C3)C1)C2 (configuration not stated)	-3	4	-4	-0.6	-8	-5	-10	-12	-17	8
Cc1cc(-n2nc(C)cc2C)n2nc(C)c(-c3ccc(Cl)cc3)c2n1	-2	-2	-10	-1.8	17	-5	-2	12	-1	-17
Cc1nnc(SCC(=O)NC(=O)Nc2ccc3c(c2)OCCO3)s1	-1	-3	3	-0.7	9	0	3	9	-7	-9
C=CCn1c(=S)[nH]c2cc(C(=O)NCCc3ccc(S(N)(=O)=O)cc3)ccc2c1=O	-4	5	-1	0.2	15	-2	-8	24	-5	-15

(listing goes on)
SMILES	RTF Ca sens inh	Keap1 Nrf2 FP	PvdQ inh	LANA DNA inh	SR-BI DiI inh	NSD2 inh	DAGLB inh	Arr AP2 block	PKA-R2B act	SR-BI uptake up
CCCc1cc(=O)[nH]c(SCC(=O)N(C)CC(=O)Nc2ccc(C)cc2)n1	4	-7	-4	1.3	2	-3	3	9	12	-2
C/C(O)=c1/cnc2nc3ccccc3n2c1=O	0	2	1	0.9	-18	-2	-2	15	-1	18
Cc1cc2ncn(-c3ncnc4scc(-c5ccccc5)c34)c2cc1C	-7	0	-6	-0.7	9	0	0	9	5	-9
CCOc1ccccc1NC(=O)N1CCCC1C(=O)NCc1ccco1 (configuration not stated)	-13	0	-2	-0.8	-2	-2	-3	4	0	2
CCC(=O)N1CCc2cc(S(=O)(=O)Nc3ccccc3C)ccc21	-3	0	-15	-2.7	22	3	-1	5	-4	-22
CN(C)/C=C(/C(=O)c1ccc(Cl)cc1Cl)S(=O)(=O)c1ccc(Cl)cc1	0	-4	-17	0.6	-6	1	9	-1	0	6
N#Cc1c(NC(=O)C2CC(c3ccccc3Cl)=NO2)sc2c1CCC2 (configuration not stated)	-2	1	0	0.6	-8	0	-11	31	-4	8
COC(=O)c1[nH]nc(C(=O)OC(C)(C)C)c1-c1ccccc1	-9	-2	-18	0.3	-1	6	1	12	-9	1

SR-BI DiI inh: what is marked active above
| smiles | Keap1 Nrf2 FP | PvdQ inh | LANA DNA inh | SR-BI DiI inh | NSD2 inh | DAGLB inh | Arr AP2 block | PKA-R2B act | SR-BI uptake up |
| --- | --- | --- | --- | --- | --- | --- | --- | --- | --- |
| Cc1nc2c(-c3ccc(F)cc3)c(C)nn2c(C)c1CCC(=O)Nc1ccc(F)cc1F | -4 | 8 | -0.8 | 75* | 14 | 0 | 9 | -6 | -75 |
